Screens from PubChem.
GPR55 beta-arrestin: GPR55 agonists via beta-arrestin recruitment, primary screen, imaging, U2OS cells, beta-arrestin-GFP redistribution (AID 1961). U2OS GPR55 beta-arrestin-GFP redistribution imaging; higher % means a stronger effect. activation, % at 10 µM, or EC50 in µM where a hit was titrated. G-protein coupled receptor 55 (Homo sapiens). actives 0.048% (n = 290,000);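 active = activation above 40% with more than 50 cells counted in the well; inconclusive = wells holding fewer than 50 cells, flagged as toxic or sparse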;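 note: U2OS osteosarcoma cells stably expressing GPR55 and beta-arrestin-GFP; plate controls were DMSO negative control for no effect and LPI positive control for full effect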
T cell modulator: modulators of CD8 T cell-vesicle binding, primary screen, mouse 2C CD8+ T cells, flow cytometry; 2C CD8+ T cell-vesicle binding; stronger effect = lower value; calls only at 7 µM; actives 0.068% (n = 330,000); AID 2052, 2009;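 active = response, share of CD8 T cells binding vesicles, and their 90th percentile fluorescence all below set limits, cut at about 80% in these data, passing the limit was not always enough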
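material = purified 2C TCR transgenic mouse naive CD8+ T cells | controls = Unloaded micro-vesicles (low), QL9 vesicles with 0.7% DMSO (high) | detection = cytometric PE anti-B7-1 and Alexa647 anti-CD8 signals after 1% paraformaldehyde fixation | incubation = binding step 1.5 h, 37 °C, antibody labelling 20 min, ice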
GPR35 antagonists: GPR35 antagonists blocking zaprinast-driven arrestin recruitment, primary screen, imaging, U2OS, beta-arrestin-GFP, zaprinast agonist (AID 2058); U2OS GPR35 beta-arrestin-GFP translocation imaging, zaprinast antagonism; higher % means a stronger effect; inhibition, % at 10 µM; hits with a dose series show IC50 in µM; actives 0.052% (n = 290,000);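 active = inhibition of at least 50% with at least 30 cells and total cytoplasm GFP at most 10,000,000; inconclusive = under 30 cells or total GFP of 10,000,000 plus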
GPR55 antagonists: GPR55 antagonists blocking LPI-driven arrestin recruitment, primary screen, imaging, U2OS, beta-arrestin-GFP, LPI agonist (AID 2013); G-protein coupled receptor 55 (Homo sapiens); U2OS GPR55 beta-arrestin-GFP translocation imaging, LPI antagonism; higher % means a stronger effect; one-dose inhibition, % at 10 µM; IC50 in µM for titrated hits; actives 0.13% (n = 290,000);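 active = spots per cell inhibited over 60%, with over 100 cells counted and total cytoplasm intensity under 500,000; inconclusive = wells with under 100 cells, flagged as likely toxic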;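 note: U2OS cells stably carrying GPR55 and arrestin-GFP stimulated by 5 µM LPI near EC80; imaged beta-arrestin-GFP aggregate spots per cell after agonist stimulation; plate controls were LPI-stimulated DMSO wells for no effect and DMSO wells without LPI for full effect; some results filed as inactive read as strong as hits; confirmed hits need IC50 under 10 µM and bright autofluorescent wells are also inconclusive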
West Nile virus CPE: West Nile virus antiviral activity, cell-based, CPE readout (AID 1621); West Nile virus-infected cells, CPE inhibition; higher % means a stronger effect; one-dose CPE inhibition, % at 10 µM; IC50 in µM for titrated hits; actives 0.02% (n = 290,000); in the data active = a potency from the dose series; inconclusive = CPE inhibition mostly from about 3.7% at the one dose, without a potency; inactive = the rest, 99 in 100 with CPE inhibition below about 2.2%; note: strong numbers were not always called active
NTR1 agonist: agonists of NTR1, primary screen, imaging, U2OS cells, beta-arrestin-GFP, high content (AID 493036) | Neurotensin receptor type 1 (Homo sapiens), P30989 | NTR1-U2OS beta-arrestin-GFP spot imaging, agonist mode | activation, % at 20 µM | actives 0.17% (n = 330,000);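 active = activation at or above 40% of the spot to cytoplasm intensity ratio, with at least 20 cells analyzed; inconclusive = wells under 20 cells, flagged as cytotoxic or low count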;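 note: 0% = DMSO without peptide and 100% = 100 nM NTR1 peptide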
Target sequence (P30989 whole entry, looked up): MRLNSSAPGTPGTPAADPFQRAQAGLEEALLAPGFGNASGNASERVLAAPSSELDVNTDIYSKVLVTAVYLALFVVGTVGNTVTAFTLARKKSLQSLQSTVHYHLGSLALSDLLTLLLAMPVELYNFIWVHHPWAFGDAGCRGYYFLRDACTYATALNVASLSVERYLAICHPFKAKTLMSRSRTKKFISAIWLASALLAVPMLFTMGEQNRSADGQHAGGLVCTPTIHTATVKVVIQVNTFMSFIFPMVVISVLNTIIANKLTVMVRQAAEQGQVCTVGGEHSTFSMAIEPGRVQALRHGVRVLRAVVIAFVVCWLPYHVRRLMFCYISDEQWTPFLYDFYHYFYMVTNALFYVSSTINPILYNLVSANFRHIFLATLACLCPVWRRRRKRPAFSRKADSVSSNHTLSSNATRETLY
PhoP inhibition: inhibitors of PhoP regulon expression, primary screen, Salmonella Typhimurium, GFP reporter (AID 1863); S. Typhimurium PhoP-regulated promoter GFP reporter, 4 h; higher % means a stronger effect; one-dose inhibition, % at 50 µM; IC50 in µM for titrated hits; actives 0.16% (n = 300,000);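 active = inhibition over 29.93%, a cutoff 3 SD above the screen mean, later confirmed by dose response; inconclusive = inhibition over 29.93% but no dose response follow-up; inactive = inhibition at most 29.93% or unconfirmed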;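 note: 0% = low Mg2+ inducing control and 100% = high Mg2+ repressing control; strong numbers were not always called active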
KOR beta-arrestin-1: KOR antagonists, beta-arrestin recruitment, cell-based, luminescence, uHTS (AID 1778); inhibition, % at 10 µM, or IC50 in µM where a hit was titrated; KOR beta-arrestin recruitment, luminescence, antagonist mode; higher % means a stronger effect; Kappa-type opioid receptor (Homo sapiens); actives 0.091% (n = 290,000); in the data active = inhibition above about 50%; note: strong numbers were not always called active
KOR beta-arrestin-2: KOR agonists, beta-arrestin recruitment, primary screen, cell-based, luminescence, uHTS (AID 1777). Kappa-type opioid receptor (Homo sapiens). KOR beta-arrestin recruitment, luminescence; higher % means a stronger effect. activation, % at 10 µM, or EC50 in µM where a hit was titrated. actives 0.02% (n = 280,000); in the data active = activation above about 50%, passing the limit was not always enough; note: a part of the inactive calls stands beside numbers as strong as those of hits
T cell modulator vesicle-bound %: further read-out of T cell modulator, marked with its call; double positive events, %; measured here: CD8+ vesicle-bound cell fraction;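 binding gate set so that unloaded-vesicle control wells show 10% double positive cells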
NTR1 agonist cell count 20 µM: further read-out of NTR1 agonist, marked with its call; cell count; measured here: cell count, cytotoxicity flag
Numbers without * were called inactive; i = inactive; u = inconclusive; x = not tested or not shown; [ ] = remark or other dose.

SMILES	KOR beta-arrestin-2	GPR55 beta-arrestin	NTR1 agonist	GPR55 antagonists	West Nile virus CPE	NTR1 agonist cell count 20 µM	T cell modulator vesicle-bound %	KOR beta-arrestin-1	PhoP inhibition	GPR35 antagonists	T cell modulator
COc1cc(S(=O)(=O)N2CCOCC2)ccc1NC(=O)COC(=O)COc1ccccc1	-2.1%	0.9%	2.9	2%	0.2%	37	46	20%	-6%	-5%	i
CCOc1ccc(/C=C/C(=O)Nc2cccc(C(C)=O)c2)cc1	3.6%	0.4%	7.5	6%	-1.0%	58	43	22%	24%	-9%	i
COC(=O)C(Cc1ccc(O)cc1)NC(=O)CCNC(=O)c1ccco1 (stereo unspecified)	-1.7%	0.2%	0.3	11%	-0.3%	67	18	-18%	1%	15%	i
O=c1[nH][nH]c(C(F)(F)F)c1C=NCc1cccs1	2.8%	0.3%	-1.0	7%	0.1%	75	62	-36%	6%	4%	i
CC(=O)Nc1ccc(NC(=O)C(C)N2CCN(S(=O)(=O)c3ccc(C)cc3)CC2)cc1 (stereo unspecified)	3.3%	-0.3%	-0.3	12%	0.4%	70	34	-23%	-8%	-4%	i
Cc1ccc(C(=O)N2CCN=C2SCc2ccc([N+](=O)[O-])cc2)cc1	-5.2%	0.2%	-0.5	2%	1.0%	46	45	28%	1%	-6%	i
CN(C)CCCN(C(=O)c1ccc(Cl)s1)c1nc2cc3c(cc2s1)OCO3	2.4%	-0.1%	0.8	10%	-1.5%	58	49	-54%	-6%	-6%	i
COc1ccc2c(c1)c1ncn(CCc3ccccc3)c(=O)c1n2C	0.7%	0.0%	5.8	5%	0.5%	57	13	-3%	6%	8%	i
Cc1[nH]c2ccccc2c1C(C[N+](=O)[O-])c1cccc(O)c1 (stereo unspecified)	2.3%	0.9%	1.0	6%	0.1%	57	18	-8%	10%	-2%	i
CC12CCC(C(=O)N(CSC(=S)N/N=C\c3ccccc3O)C1=O)C2(C)C (stereo unspecified)	-4.7%	0.1%	0.0	4%	0.7%	79	32	2%	8%	-23%	i
O=[N+]([O-])c1ccccc1S(=O)(=O)N1CCc2ccccc2C1	x	-0.1%	2.0	-17%	-1.0%	50	45	-30%[20 µM]	3%	8%	i
Cn1nc([N+](=O)[O-])nc1Sc1nnnn1-c1ccc(C(=O)O)cc1	-2.7%	0.3%	0.5	13%	-0.1%	57	54	-14%[20 µM]	3%	3%	i
CCCS(=O)(=O)N1CCC(C(=O)N2CCCC2)CC1	-0.9%	-0.1%	-0.5	16%	0.1%	32	17	12%	11%	-13%	i
COc1cc2c(cc1OC)C(C)N(S(=O)(=O)c1cccs1)CC2 (stereo unspecified)	-4.2%	0.5%	3.0	15%	-1.4%	95	19	-8%	-1%	9%	i
COC(=O)c1ccc(NS(=O)(=O)c2ccc(-c3cc(C)no3)s2)cc1	3.7%	-0.1%	-0.2	-5%	0.3%	55	37	-52%	-12%	3%	i
COc1cc(C(=O)NCC(=O)N/N=C(/C)c2ccc3c(c2)CCCC3)cc(OC)c1OC	0.1%	0.2%	1.8	13%	-0.7%	28	61	8%	-1%	6%	i

Complete entries, looked up by structure.
CCCS(=O)(=O)N1CCC(C(=O)N2CCCC2)CC1 as listed: KOR beta-arrestin-2: -0.9%; GPR55 beta-arrestin: -0.1%; NTR1 agonist: -0.5; GPR55 antagonists: 16%; West Nile virus CPE: 0.1%; NTR1 agonist cell count 20 µM: 32; T cell modulator vesicle-bound %: 17; KOR beta-arrestin-1: 12%; PhoP inhibition: 11%; GPR35 antagonists: -13%; T cell modulator: i
COC(=O)c1ccc(NS(=O)(=O)c2ccc(-c3cc(C)no3)s2)cc1 as listed: KOR beta-arrestin-2: 3.7%; GPR55 beta-arrestin: -0.1%; NTR1 agonist: -0.2; GPR55 antagonists: -5%; West Nile virus CPE: 0.3%; NTR1 agonist cell count 20 µM: 55; T cell modulator vesicle-bound %: 37; KOR beta-arrestin-1: -52%; PhoP inhibition: -12%; GPR35 antagonists: 3%; T cell modulator: i

The list goes on:
SMILES	KOR beta-arrestin-2	GPR55 beta-arrestin	NTR1 agonist	GPR55 antagonists	West Nile virus CPE	NTR1 agonist cell count 20 µM	T cell modulator vesicle-bound %	KOR beta-arrestin-1	PhoP inhibition	GPR35 antagonists	T cell modulator
CC1(C)CC(=O)C=C(NCCc2ccc(S(N)(=O)=O)cc2)C1	0.3%	-0.1%	-0.6	1%	-0.3%	62	55	19%	3%	-1%	i
Cc1cccc(OCCn2c(CCCO)nc3ccccc32)c1	-5.1%	0.9%	3.9	-3%	-0.2%	80	16	23%	10%	6%	i
Cc1ccc(C(c2nnnn2CC2CCCO2)N2CCN(C)CC2)cc1 (stereo unspecified)	4.4%	0.6%	0.4	11%	0.7%	30	37	-36%	-12%	2%	i
Cc1nn(-c2ccccc2)nc1CNC(=O)C1CCC1	-2.1%	1.8%	0.6	-1%	-0.4%	60	59	-14%	-1%	-2%	i
Cc1c(NC(=O)C(C)N2C(=O)C3C4C=CC(C4)C3C2=O)c(=O)n(-c2ccccc2)n1C (stereo unspecified)	5.5%	-0.2%	-1.7	17%	0.1%	62	28	-17%	3%	6%	i
CCCCOC(=O)CCc1c(C)[nH]c(=S)[nH]c1=O	-0.4%	-0.1%	1.3	-7%	0.0%	50	10	16%	5%	1%	i
COc1ccc(C(=O)NNC(=O)c2ccccc2[N+](=O)[O-])cc1	0.6%	0.3%	0.8	10%	-0.4%	49	45	16%	-7%	9%	i
CC(C)c1ccc(S(=O)(=O)N2CCN(C(=O)C3CCCC3)CC2)cc1	5.5%	-0.1%	1.2	-4%	-0.4%	57	39	-5%	1%	-9%	i
c1ccc2cc(OCCN3CCCC3)ccc2c1	6.2%	0.2%	0.8	-10%	0.1%	40	15	9%	12%	-2%	i
CN1CCN(C(=O)CCN2C(=O)S/C(=C/c3ccc(Cl)cc3)C2=O)CC1	-1.0%	0.3%	0.2	-18%	-0.6%	91	55	-87%[20 µM]	-5%	10%	i
CCOC(=O)CCNC(=O)N1CCCC(CCC(=O)N(C)CCc2ccccn2)C1 (stereo unspecified)	5.4%	-0.1%	0.5	9%	0.1%	91	56	9%	x	3%	i
CSCCC(/C(O)=C(\C#N)c1nc2ccccc2[nH]1)N1C(=O)c2ccccc2C1=O (stereo unspecified)	2.8%	-0.3%	0.0	7%	0.4%	49	34	9%	-22%	-3%	i
COC(=O)N1CN(C(=O)OC)CN(C(=O)OC)C1	12%	-0.2%	-1.3	0%	0.1%	63	38	7%	-2%	1%	i
CCN(Cc1ccccc1)C(c1ccncc1)c1nnnn1C(C)(C)C (stereo unspecified)	-3.9%	-0.1%	0.3	-3%	-0.6%	31	22	4%	-16%	-11%	i
COCCCNC(=S)NCCCNc1nc2cc3c(cc2cc1C#N)OCO3	2.8%	0.1%	0.9	-4%	0.3%	60	41	-4%	0%	-19%	i
COc1ccccc1NC(=O)CN(C)S(=O)(=O)c1cccc2cccnc12	1.5%	-0.1%	0.0	6%	0.0%	65	46	2%	4%	18%	i
COc1cc(C2NC(=O)NC(C)=C2C(=O)OC2CCCC(C)C2)ccc1O (stereo unspecified)	0.4%	0.4%	1.5	2%	-0.2%	61	17	-6%	-3%	1%	i
COC(=O)c1ccc(CNC(=O)C23CC4CC(CC(C4)C2)C3)cc1	-0.4%	0.2%	0.2	7%	-0.2%	48	8	-4%	5%	11%	i
COc1ccccc1-n1cnc2cc(C(=O)NCCCN3CCOCC3)ccc21	-1.6%	-0.1%	-0.5	-3%	0.0%	38	24	0%	7%	3%	i
CC(=O)/C(=N/Nc1ccc(Br)cc1)Sc1cccc2cccnc12	6.4%	u	-2.4	7%	-0.9%	49	39	26%	-9%	10%	i
O=C(Cn1nnc(-c2ccc(S(=O)(=O)N3CCCC3)cc2)n1)Nc1ccccc1-n1cccc1	-0.3%	0.2%	0.1	-2%	0.8%	51	29	3%	0%	-18%	i
Cc1cc(NC(=O)CC(C)(C)C)nc2c1c(=O)oc1ccccc12	-5.6%	0.0%	-0.8	-1%	-0.5%	43	43	11%	-1%	16%	i
COc1cc(C)c(C)cc1S(=O)(=O)N1CCN(Cc2ccc3c(c2)OCO3)CC1	4.3%	-0.4%	0.8	0%	0.1%	55	54	-44%	3%	11%	i
CC1(OC(=O)CCc2ccccc2)C(=O)C=C2C=C(c3ccc(C#N)cc3)N(C3CCCCC3)C=C2C1=O (stereo unspecified)	2.2%	-0.1%	1.2	4%	0.4%	53	34	28%	5%	-2%	i
COC(=O)c1ccc(C(=O)OC)c(NC(=S)N2CCN(C(=O)C3CCCO3)CC2)c1 (stereo unspecified)	-2.8%	0.0%	-1.0	1%	-0.2%	52	17	-5%	-9%	6%	i
COc1ccc(C(=O)NNC(=O)c2cccc(F)c2)cc1	x	0.2%	-0.7	-6%	0.1%	61	52	-52%[20 µM]	-4%	5%	i
COc1ccc(/C(N)=N/OC(=O)Cc2ccc(C)cc2)cc1OC	0.6%	0.0%	0.1	6%	-1.0%	67	53	16%	5%	4%	i
Cc1ccc(C2=NN3C(C2)c2ccccc2OC32C(=O)Nc3ccccc32)cc1 (stereo unspecified)	-0.1%	-0.1%	4.4	7%	-0.1%	58	39	-7%	7%	7%	i
O=C(Nc1ccccc1[N+](=O)[O-])c1cc2ccccc2nc1Cl	4.5%	0.3%	-2.0	-1%	0.6%	44	33	-76%	2%	3%	i
